pCIP destab – p/CIP-EGFP fusion destabilizers, primary screen, fluorescence, F442A cells; Q05BA5; 16 h; decrease of EGFP signal, % at 10 µM; 0.01% of 290,000 active; AID 1984, 2009;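 active = EGFP signal decrease of at least 30% at 10 µM or well 3 SD below plate mean, unless failing retest; inactive = the rest, including hits failing retest or dose response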; also: some compounds called inactive have numbers as strong as hits; many of its hits are not listed in these tables
IDE inh – human IDE inhibitors in live cells, primary screen, fluorescence polarization, HEK cells, FAbetaB substrate | FAbetaB cleavage | inhibition, % at 5.59 µM | 0.41% of 320,000 active | Insulin-degrading enzyme (Homo sapiens), P14735;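 active = percent inhibition above the average of all tested compounds plus 3 SD, set per screening campaign, cut at about 16% in these data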;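 also: IDE supplied by intact live HEK cells; FP after avidin binding of uncleaved biotin substrate so inhibition keeps polarization high; 0% = DMSO wells and 100% = 60 µM reference IDE inhibitor Ii1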
NALP1 inh – NALP1 inflammasome inhibitors in reconstituted yeast, colorimetric, S. cerevisiae, triplicate retest. S. cerevisiae NALP1/ASC/caspase-1 growth, X-gal OD620, 72 h. inhibition, % at 10 µM. 0.61% of 280,000 active. AID 2071, 2009; in the data active = inhibition mostly above about 24%, no sharp cut-off; inactive = mostly below about 32%; also: some compounds called inactive have numbers as strong as hits
IMP-1 inhibitor – IMP-1 metallo-beta-lactamase inhibitors, primary screen, biochemical, epi-absorbance readout, Pseudomonas aeruginosa enzyme. purified IMP-1, nitrocefin hydrolysis, epi-absorbance fluorescence. inhibition, % at 5.6 µM. metallo-beta-lactamase IMP-1 (Pseudomonas aeruginosa). 0.45% of 290,000 active;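 active = inhibition above the mean plus 3 SD of all compounds in the same screening run, cut at about 4.5% in these data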;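 also: 0% = IMP-1 with DMSO and 100% = DMSO wells lacking enzyme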
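Assay system: purified IMP-1; Quantity: IMP-1 0.2 nM before substrate addition; Medium: HEPES buffer pH 7.1 with ZnSO4 and Brij 35; Incubation: 15 min enzyme–compound preincubation, then 25 min nitrocefin reaction, 25 °C; Signal: fluorescence quenching readout, ex 480/em 530 nm; Controls: DMSO with and without IMP-1; Repeats: singlicate testing.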
VIM-2 inh – VIM-2 metallo-beta-lactamase inhibitors, primary screen, biochemical, epi-absorbance readout, Pseudomonas aeruginosa enzyme; purified VIM-2, nitrocefin hydrolysis, epi-absorbance fluorescence; 0.89% of 290,000 active; AID 1527, 2009; inhibition, % at 5.6 µM;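 active = inhibition above the mean of all tested compounds plus 3 SD, cutoff set per screening run, cut at about 7.5% in these data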;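 also: red hydrolysis product quenches plate fluorescence so inhibitors raise well fluorescence; 0% = enzyme with DMSO and 100% = DMSO without enzyme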
PHOSPHO1 inh – PubChem AID 1565 | inhibition, % at 13.3 µM | 1.1% of 290,000 active | recombinant PHOSPHO1, absorbance phosphatase assay | Phosphoethanolamine/phosphocholine phosphatase (Homo sapiens), Q8TCT1; in the data active = inhibition above about 60%
Target sequence (Q8TCT1 whole entry, looked up): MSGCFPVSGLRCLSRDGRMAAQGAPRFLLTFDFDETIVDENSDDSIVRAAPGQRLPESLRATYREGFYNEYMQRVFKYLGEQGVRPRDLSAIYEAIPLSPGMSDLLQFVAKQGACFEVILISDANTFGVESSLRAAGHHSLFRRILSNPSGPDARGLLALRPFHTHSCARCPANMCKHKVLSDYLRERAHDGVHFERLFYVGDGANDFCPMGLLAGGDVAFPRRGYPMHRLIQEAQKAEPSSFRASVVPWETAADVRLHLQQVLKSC
GPR7 antag – GPR7 receptor antagonists, primary screen, cell-based, fluorescence, single concentration; Neuropeptides B/W receptor type 1 (Homo sapiens), P48145; GPR7-expressing cells, fluorescence antagonist assay; inhibition, % at 4.4 µM; 1.1% of 290,000 active; in the data active = inhibition above about 16%, passing the limit was not always enough;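 also: cells stimulated with the agonist NPW; 0% = agonist with vehicle and 100% = vehicle without agonist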
Target sequence (P48145 whole entry, looked up): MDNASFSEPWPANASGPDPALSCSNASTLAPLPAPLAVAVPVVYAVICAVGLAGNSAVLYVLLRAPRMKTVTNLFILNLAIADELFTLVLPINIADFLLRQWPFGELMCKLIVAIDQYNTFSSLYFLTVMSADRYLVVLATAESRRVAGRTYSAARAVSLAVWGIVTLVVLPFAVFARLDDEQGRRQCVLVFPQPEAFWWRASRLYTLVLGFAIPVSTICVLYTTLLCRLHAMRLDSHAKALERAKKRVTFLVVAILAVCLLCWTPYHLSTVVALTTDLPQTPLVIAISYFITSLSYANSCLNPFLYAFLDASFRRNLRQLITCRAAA
IDE act – human IDE activators in live cells, primary screen, fluorescence polarization, HEK cells, FAbeta-B substrate. FAbeta-B cleavage; 0% vehicle, 100% cell-free pure enzyme wells. activation, % at 5.96 µM. 0.073% of 340,000 active;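 active = activation above the mean of all tested compounds plus 3 SD, set per screening campaign, cut at about 17% in these data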
M18AAP inhibitor – PfM18AAP inhibitors, malaria aminopeptidase, primary screen, biochemical, QFRET, recombinant enzyme; inhibition, % at 7.35 µM; 1.2% of 290,000 active; AID 1822, 2009; H-Glu-NHMec fluorogenic cleavage;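 active = inhibition above the campaign mean inhibition over all tested compounds plus 3 SD, cut at about 28% in these data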;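 also: 0% = plate median of test compound wells and 100% = 2 mM ZnCl2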
Numbers without * were called inactive; nt = no result given.

SMILES	pCIP destab	IDE inh	NALP1 inh	IMP-1 inhibitor	VIM-2 inh	PHOSPHO1 inh	GPR7 antag	IDE act	M18AAP inhibitor
CC1(C)CC2CC(C)(CN2C(=O)COC(=O)c2cc(Cl)cc(Cl)c2N)C1 (configuration not stated)	-1.8	-1.8	-31.4	-2.8	-1.8	-28.1	-5.6	1.1	-6.4
COc1cccc(NC(=O)C(C)NS(=O)(=O)c2ccc(Br)cc2)c1 (configuration not stated)	-29.5	0.4	1.6	-0.7	0.3	22.2	-20.4	-2.3	-3.3
CCN(CC)S(=O)(=O)c1cc(NS(=O)(=O)c2cc(Cl)ccc2Cl)ccc1C	-2.9	1.1	20.8	-3.4	-0.4	1.9	-13.4	6.5	2.4
Cc1ccc(S(=O)(=O)NN/C(=N/S(=O)(=O)c2ccccc2)c2ccccc2)cc1	0.8	-0.8	-17.6	1.0	-2.9	24.4	-2.8	-6.1	7.3
O=C(O)c1cccc(-n2cnnn2)c1	-2.8	-1.0	-7.8	1.1	1.3	-34.4	-6.5	3.3	-7.1
Cc1cc(C)nc(SCC(=O)Nc2ccccc2[N+](=O)[O-])n1	-5.5	-0.4	-13.2	-2.1	-1.7	29.8	-1.2	6.0	3.8
O=C(N/N=C/c1ccc(Cl)cc1Cl)c1n[nH]c2c1CCCC2	1.5	-0.3	28.1	-3.3	-3.8	9.4	-1.7	-4.6	6.4
O=C(Nc1cccc2ncccc12)C(c1ccccc1)c1ccccc1	0.7	13.9	-11.2	-2.7	-1.9	38.5	-8.6	-1.2	-3.1
O=C(CSc1nnc(-c2ccco2)n1Cc1ccccc1)c1ccc(F)cc1	-19.5	7.2	-31.0	-1.8	-0.8	46.2	-4.0	-2.8	-9.4
Cc1cccc(C(=O)NNC(=O)c2ccccc2)c1	1.8	-1.2	25.2	0.5	2.8	-9.3	5.2	5.2	-17.6
CC(=O)O[C@]1(C(C)=O)CCC2C3C=C(C)C4=CC(=O)CC[C@]4(C)C3CC[C@@]21C (some centres not stated)	-5.6	1.6	16.4	-5.5	-4.9	33.0	5.8	-4.3	2.0
Cn1c(Cn2nnc3ccccc32)nnc1SCC(=O)N1CCc2ccccc21	-9.6	5.6	2.5	1.3	-0.6	8.8	-6.9	-1.7	6.2
O=C(NCc1cccc(Cl)c1)C1CCC(=O)N(CCN2CCOCC2)C1 (configuration not stated)	-0.9	-1.6	13.7	-0.9	-0.6	22.6	-7.8	1.5	-2.3
CCOc1ccccc1NC(=O)CSc1nc2cc(O)ccc2c(=O)n1-c1ccc(OC)c(OC)c1	-13.4	6.8	21.3	-3.0	-2.3	26.5	22.3	0.2	9.8
O=C(NCC1CCCO1)c1nn2c(C(F)(F)F)cc(-c3ccc(Br)o3)nc2c1Br (configuration not stated)	-3.6	-6.9	2.8	-1.3	4.6	27.5	-0.5	2.5	4.5
COc1ccc(C(C)=O)cc1COC(=O)c1cccc(N(C)C)c1	11.8	-0.1	-11.5	-1.4	-0.5	-19.3	-4.2	4.5	6.0
CCOC(=O)c1c(C)[nH]c(C)c1C(=O)CSc1nnc(-c2ccncc2)n1C	-14.8	-3.0	-2.7	-4.2	-1.6	81.4*	-5.0	-2.0	-2.3
COc1ccc(C)cc1N(CC(=O)N1CCOCC1)S(C)(=O)=O	-2.2	-1.3	-2.7	2.1	1.1	14.9	-4.9	3.5	-11.9
Oc1ccc2oc3c(c2c1C=NCc1ccncc1)CCCC3	-5.0	-2.1	-1.4	-1.6	-0.5	-0.5	-15.2	-2.7	11.6
COc1ccccc1N1CCN(C(=O)c2ccc3c(c2)CCN3S(=O)(=O)c2ccccc2)CC1	-5.7	0.4	11.4	-1.2	-1.7	-14.3	4.5	3.6	-11.8
CCOC(=O)c1[nH]c2ccccc2c1NC(=O)c1ccc(S(=O)(=O)N2CCCCC2)cc1	-5.6	-5.0	26.5	-2.9	-1.5	13.6	-11.1	-5.0	1.6
C/C(Cc1ccccc1)=N\NC(=O)c1cc(C(C)(C)C)[nH]n1	-4.7	-0.3	-9.9	-2.8	-2.1	2.0	-8.9	1.7	-12.4
Oc1cc2ccccc2cc1-c1n[nH]c(=S)n1Cc1ccco1	-0.3	0.7	-11.0	-3.6	-2.6	18.3	-16.5	-1.4	19.5
S=C(NC1CCCCC1)N1CCc2[nH]c3ccccc3c2C1	-9.9	-4.5	2.4	-0.4	-1.4	32.7	-16.1	-5.1	3.0
COc1cccc(N2CCN(S(=O)(=O)c3ccc4nc(-c5ccccc5)[nH]c4c3)CC2)c1	9.9	2.5	2.4	-2.7	-3.4	15.2	-12.0	1.6	4.1

3 compounds already listed, arranged by the number in pCIP destab, ascending.
SMILES	pCIP destab	IDE inh	NALP1 inh	IMP-1 inhibitor	VIM-2 inh	PHOSPHO1 inh	GPR7 antag	IDE act	M18AAP inhibitor
COc1cccc(NC(=O)C(C)NS(=O)(=O)c2ccc(Br)cc2)c1 (configuration not stated)	-29.5	0.4	1.6	-0.7	0.3	22.2	-20.4	-2.3	-3.3
Oc1ccc2oc3c(c2c1C=NCc1ccncc1)CCCC3	-5.0	-2.1	-1.4	-1.6	-0.5	-0.5	-15.2	-2.7	11.6
COc1ccc(C)cc1N(CC(=O)N1CCOCC1)S(C)(=O)=O	-2.2	-1.3	-2.7	2.1	1.1	14.9	-4.9	3.5	-11.9

Back to the main list, starting 2 compounds before the break.
SMILES	pCIP destab	IDE inh	NALP1 inh	IMP-1 inhibitor	VIM-2 inh	PHOSPHO1 inh	GPR7 antag	IDE act	M18AAP inhibitor
S=C(NC1CCCCC1)N1CCc2[nH]c3ccccc3c2C1	-9.9	-4.5	2.4	-0.4	-1.4	32.7	-16.1	-5.1	3.0
COc1cccc(N2CCN(S(=O)(=O)c3ccc4nc(-c5ccccc5)[nH]c4c3)CC2)c1	9.9	2.5	2.4	-2.7	-3.4	15.2	-12.0	1.6	4.1
CC(C)Oc1ccccc1C(=O)NC(CO)C(=O)O (configuration not stated)	-8.9	0.1	1.4	-0.3	-0.5	27.9	-11.7	-6.7	-7.2
OC(COc1ccc(CN2CCSCC2)cc1)CN1CCCCC1 (configuration not stated)	-3.1	-4.0	-3.9	-2.5	0.1	35.4	-4.4	4.0	-16.6
CCOc1cc(S(=O)(=O)N(Cc2ccccc2)Cc2ccccc2)c(OCC)cc1-n1cnnn1	-14.1	nt	2.4	1.4	-1.6	26.7	2.2	2.6	-0.6
Cc1ccc(C(=O)Nc2ccc3c(c2)C(=O)N(C)C3=O)c(C)c1	-1.9	-7.1	18.2	-0.7	-0.6	20.2	-2.3	0.9	-0.1
COC(=O)CC1Oc2ccc(C)cc2NC1=O (configuration not stated)	-7.2	-0.1	-6.5	-4.4	0.2	-9.3	-5.0	5.8	-4.2
COC(=O)c1ccc(CS(=O)(=O)c2ccc(C)cc2)o1	-13.0	0.7	-9.7	-3.3	-3.3	20.3	-13.9	2.0	3.9
O=c1cc(-c2ccc([N+](=O)[O-])cc2)c2ccc(O)cc2o1	-13.7	-9.0	3.2	-2.8	-1.8	28.0	-12.3	3.2	7.6
CCOc1ccccc1NC(=O)CSc1nnc(Cn2c(=O)sc3ccccc32)n1C	-14.5	-2.9	6.5	-2.6	-0.9	9.8	1.4	-1.3	4.3
Cc1ccc(-c2cc(C(=O)OCC(=O)Nc3ncc(C(F)(F)F)cc3Cl)c3ccccc3n2)cc1	-1.4	5.1	19.5	-1.1	-3.0	8.4	2.0	7.5	-0.4
O=C(O)CSCc1cn2cc(Cl)ccc2n1	-14.9	2.5	-10.2	0.9	-1.0	7.2	-10.9	4.4	-2.6
CC(C)c1ccccc1NC(=O)COC(=O)Cc1ccsc1	7.7	-4.4	25.7	0.1	-0.3	-1.3	-4.5	2.2	-2.6
O=C(Cc1ccccc1)c1ccc2c(c1)OCCO2	-5.6	-0.1	-1.1	-0.8	-4.1	41.2	-3.9	6.0	2.2
CCOC(=O)C1C(=O)NC(SCC(=O)OC)=C(C#N)C1c1ccccc1OCC (configuration not stated)	-27.1	7.1	14.8	-2.3	-3.8	-2.6	-13.1	4.0	13.1
Cc1ccc(C(=O)NNC(=O)C2CCCN(c3ncccn3)C2)cc1 (configuration not stated)	-10.8	1.8	9.3	-2.9	-1.2	7.2	-9.6	-1.3	-2.2
O=C(c1ccc(S(=O)(=O)N2CCOCC2)cc1)N1CCOCC1	-6.2	-2.1	3.6	-2.6	-4.2	10.6	15.1	0.9	-2.8
Cc1cc(C)nc(-n2nc(C)cc2NC(=O)c2ccc(F)cc2F)n1	10.8	14.1	7.9	-4.3	-4.7	15.5	-6.9	-7.0	5.9
OC(CCCCN1CCCCC1)c1ccccc1 (configuration not stated)	-1.0	-2.7	-0.5	3.8	-2.5	-4.2	-6.5	6.0	0.7
CC(=O)c1c(OC(=O)c2cccc(Cl)c2)c2ccccc2n1C	14.6	-3.0	-7.2	-4.5	1.2	6.3	-16.1	6.6	4.1
O=C(C1CCCN1S(=O)(=O)c1cccc2cccnc12)N1CCc2ccccc2C1 (configuration not stated)	-2.2	1.9	-3.7	-5.8	-2.4	-3.3	-12.8	-2.5	1.5
Cc1csc(Sc2ccc(S(=O)(=O)N3CCCC3)cn2)n1	1.4	4.5	12.9	-2.5	-1.7	4.2	-5.7	0.0	4.7
COCC(=O)N(Cc1cc2cc(C)ccc2[nH]c1=O)c1ccc(C)c(C)c1	0.0	-1.7	16.0	0.3	-1.4	28.7	-5.6	5.8	0.4
NS(=O)(=O)c1ccc(CCNC(=O)CN2CCN(Cc3cccc(C(F)(F)F)c3)CC2)cc1	-11.2	-1.1	13.6	-2.2	0.1	14.3	-10.9	0.0	-1.3

Records listed so far printed as active in PHOSPHO1 inh.
SMILES	pCIP destab	IDE inh	NALP1 inh	IMP-1 inhibitor	VIM-2 inh	PHOSPHO1 inh	GPR7 antag	IDE act	M18AAP inhibitor
CCOC(=O)c1c(C)[nH]c(C)c1C(=O)CSc1nnc(-c2ccncc2)n1C	-14.8	-3.0	-2.7	-4.2	-1.6	81.4*	-5.0	-2.0	-2.3

Rows were taken by chance. Share with any hit: about 5.3%.
